# SIAE inh = human SIAE inhibition, primary screen | Q9HAT2 | SIAE FP-Rh probe binding, fluorescence polarization | inhibition, % at 9.66 µM | actives 0.69% (n = 370,000);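 active = inhibition above a cutoff: mean of compounds within the control limits plus 3 SD of those, cut at about 17% in these data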;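 also: 0% = plate median of compound wells and 100% = probe without SIAE protein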
# UHRF1 MBD2 ctr = human UHRF1 methylated DNA binding inhibitors; UHRF1 binding to methylated oligo, TR-FRET; inhibition, % at 4.4 µM; actives 0.75% (n = 370,000); AID 687016; in the data active = inhibition above about 21%;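 also: UHRF1 SRA domain binding a hemimethylated CpG hairpin DNA probe; 0% = median of test compound wells and 100% = reference inhibitor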
# HTRA1 inhibitor = blocks human HTRA1 serine peptidase; Q92743; recombinant HTRA1, FP-rhodamine activity-based probe, fluorescence polarization; inhibition, % at 5.96 µM; actives 0.5% (n = 340,000); AID 504803; in the data active = inhibition above about 36%;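 also: 0% = enzyme with DMSO and 100% = wells lacking enzyme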
# PG9 binder = binds the HIV-1 gp120 antibody PG9; actives 0.43% (n = 360,000); inhibition, % at 6.7 µM; TR-FRET gp120-PG9 antibody binding; in the data active = inhibition above about 8.5%
# Tn7 DDE FP = DD(E)-Tn7 binding inhibition, primary FP screen. P02675. FP displacement of FITC-Tn7 peptide from fibrin DD(E); 0% = median of compound wells per plate. inhibition, % at 8.3 µM. actives 0.13% (n = 370,000). AID 720508;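 active = inhibition above the mean of compounds falling within the control limits plus 3 SD of them, cut at about 14% in these data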;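 also: 0% = plate median of compound wells and 100% = 10 µM Aha-Tn7 peptide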
#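 System: human fibrin DD(E); quantity: Fibrin-DD(E) at 2 µM final; also added: fluorescent Tn7 probe at 0.1 µM; compound dosing: single nominal test concentration of 8.3 µM per compound; schedule: 10 min preincubation, 3 h with tracer, room temperature; detection: fluorescence polarization of the labelled Tn7 tracer; repeats: one replicate per compound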
# PRMT1 inh = PRMT1 (human) inhibition, primary screen; Q99873; recombinant PRMT1, activity-based probe fluorescence polarization; inhibition, % at 2.79 µM; actives 1.3% (n = 370,000); AID 652257;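 active = inhibition above about 21% made by adding two undisclosed values, limit read from the data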
# Target sequence (Q99873 whole entry, looked up): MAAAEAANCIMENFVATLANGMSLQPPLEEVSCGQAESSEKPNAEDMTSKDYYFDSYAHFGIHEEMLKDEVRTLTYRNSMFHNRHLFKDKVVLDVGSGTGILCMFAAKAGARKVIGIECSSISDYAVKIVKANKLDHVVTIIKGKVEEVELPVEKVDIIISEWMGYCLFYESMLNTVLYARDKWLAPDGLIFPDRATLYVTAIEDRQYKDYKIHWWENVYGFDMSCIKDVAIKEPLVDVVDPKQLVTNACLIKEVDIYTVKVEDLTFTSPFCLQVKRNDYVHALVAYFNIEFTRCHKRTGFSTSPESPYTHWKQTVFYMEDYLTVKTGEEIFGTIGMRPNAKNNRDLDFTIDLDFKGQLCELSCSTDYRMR
# TCR CD3 inh = blocks the human TCR-CD3 interaction | TAMRA-labeled TCR probe fluorescence, biochemical | inhibition, % at 9.4 µM | actives 0.37% (n = 360,000); in the data active = inhibition above about 19%;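 also: recombinant mutant TCR 2C K166C tagged with TAMRA read by polarization; 0% = receptor in buffer alone and 100% = receptor with positive control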
# ABHD4 inh = inhibitors of mouse ABHD4. inhibition, % at 8.92 µM. Q8VD66. purified mABHD4, FP-Rh probe fluorescence polarization. actives 0.54% (n = 370,000);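 active = inhibition exceeding the mean over every tested compound plus 3 SD, cut at about 30% in these data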;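 also: 0% = plate median of compound wells and 100% = S159A mutant with DMSO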
# Target sequence (Q8VD66 whole entry, looked up): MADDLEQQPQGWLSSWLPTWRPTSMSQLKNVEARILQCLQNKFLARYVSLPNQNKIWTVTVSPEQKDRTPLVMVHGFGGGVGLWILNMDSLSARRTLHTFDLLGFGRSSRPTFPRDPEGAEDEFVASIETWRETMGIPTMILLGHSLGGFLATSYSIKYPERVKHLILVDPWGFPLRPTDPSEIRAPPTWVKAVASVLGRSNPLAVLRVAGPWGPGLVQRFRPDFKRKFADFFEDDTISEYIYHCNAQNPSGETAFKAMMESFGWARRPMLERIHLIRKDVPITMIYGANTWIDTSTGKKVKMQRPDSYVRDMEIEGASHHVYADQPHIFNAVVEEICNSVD
#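 Assay system: Wild-type mouse ABHD4 protein | Medium: HEPES pH 7.0 buffer, 150 mM NaCl, 0.01% Pluronic F-127 | Incubation: Enzyme–compound pre-incubation 45 min, then probe 60 min, both 25 °C | Technique: Fluorescence polarization with parallel and perpendicular emission, 525/598 nm | Evaluation: % inhibition of FP-Rh probe binding versus controls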
# TDP2 absorb = TDP2 (human) inhibition, absorbance primary screen. O95551. recombinant TDP2, T5PNP hydrolysis, p-nitrophenol absorbance 415 nm. inhibition, % at 12.8 µM. actives 0.34% (n = 370,000). AID 720702;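 active = inhibition above the mean of all tested compounds plus 3 SD, set per campaign, cut at about 25% in these data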;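 also: 0% = DMSO with enzyme and 100% = buffer with substrate but no TDP2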
# Target sequence (O95551 whole entry, looked up): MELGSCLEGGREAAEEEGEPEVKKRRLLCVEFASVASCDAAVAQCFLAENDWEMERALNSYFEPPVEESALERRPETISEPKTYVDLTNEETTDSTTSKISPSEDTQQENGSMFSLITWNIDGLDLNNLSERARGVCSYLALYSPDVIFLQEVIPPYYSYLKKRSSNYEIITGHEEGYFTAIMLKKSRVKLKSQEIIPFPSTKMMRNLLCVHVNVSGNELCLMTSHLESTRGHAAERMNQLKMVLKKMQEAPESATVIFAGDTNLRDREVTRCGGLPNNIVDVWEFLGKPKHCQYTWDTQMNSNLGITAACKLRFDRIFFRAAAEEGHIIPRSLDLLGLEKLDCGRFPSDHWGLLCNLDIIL
#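 Material: recombinant human TDP2; quantity: TDP2 enzyme at 120 nM final; medium: Tris-HCl pH 7.5 with MgCl2; compound: single concentration, 12.8 µM nominal, with 1% DMSO; incubation: 2 h enzyme incubation at 37 °C; signal: epi absorbance; measure: percent inhibition; benchmarks: high control without enzyme, low control DMSO plus TDP2; repeats: singlicate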
# LEDGF integ inh = blocks HIV-1 LEDGF/p75-dependent DNA integration; inhibition, % at 3.7 µM; actives 0.64% (n = 370,000); TR-FRET IN-LEDGF/p75 DNA integration, Eu/Cy5; AID 743269;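 active = inhibition above the screen-wide mean plus 3 SD, cut at about 13% in these data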;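 also: signal is the Cy5 over europium emission ratio at 671 and 618 nm; 0% = plate median of compound wells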
# * = called active by the depositor; / = not tested or not shown. Random draw from the library (roughly 4.2% active in at least one column).
# Start of the listing, in advance:
SMILES,SIAE inh,UHRF1 MBD2 ctr,HTRA1 inhibitor,PG9 binder,Tn7 DDE FP,PRMT1 inh,TCR CD3 inh,ABHD4 inh,TDP2 absorb,LEDGF integ inh
CCOC(=O)C1(Cc2ccccc2)CCN(Cc2cccc(OC)c2O)CC1,1,1,-1,-2.9,-8,-5,-3,0,-4,-1
CCOC(=O)C1ON2CCCCC2C1(O)C(F)(F)F (centres undefined),2,-1,4,-2.2,2,3,7,-1,1,1

# The whole of this part (from the top)
SMILES,SIAE inh,UHRF1 MBD2 ctr,HTRA1 inhibitor,PG9 binder,Tn7 DDE FP,PRMT1 inh,TCR CD3 inh,ABHD4 inh,TDP2 absorb,LEDGF integ inh
CCOC(=O)C1(Cc2ccccc2)CCN(Cc2cccc(OC)c2O)CC1,1,1,-1,-2.9,-8,-5,-3,0,-4,-1
CCOC(=O)C1ON2CCCCC2C1(O)C(F)(F)F (centres undefined),2,-1,4,-2.2,2,3,7,-1,1,1
O=C(O)c1ccc(/C=C2\SC(=S)N(NC(=O)c3ccccc3[N+](=O)[O-])C2=O)cc1,-8,10,-2,-0.8,7,29*,4,13,16,-1
N#Cc1nc(-c2ccccc2F)oc1NCCN1CCOCC1,7,1,1,-0.8,1,-1,-1,-3,2,0
C[C@H]1NC(=O)[C@@]2(C)[C@@H](c3ccccc3)[C@H]3COc4ccccc4[C@@H]3N2C1=O,3,-3,0,-4.0,-5,-1,-2,8,-3,3
CCCCNC(=O)c1ccc(Cc2cn(C)c3ccccc23)nc1,8,-1,/,-1.0,6,3,-6,3,1,-5
C/C(=N\O)c1ccn(S(=O)(=O)c2ccc(Cl)cc2)c1,16,4,3,-1.4,-4,-4,-2,-5,17,1
Fc1ccc(COc2ccc(C(=S)N3CCCC3)cc2)cc1,6,-2,4,0.4,-3,2,-3,-4,-15,3
O=C(N/N=C/c1ccco1)C1CC1(c1ccccc1)c1ccccc1 (centres undefined),1,-1,-11,-1.5,4,-3,3,-10,-14,-4
CSc1ccccc1NC(=O)C1CC(c2ccccc2Cl)=NO1 (centres undefined),-7,1,-6,0.8,-3,12,0,-2,1,0
CC(C)c1nc(C(=O)N2CCCC(CCC(=O)N(C)CCc3ccccn3)C2)cs1 (centres undefined),-4,4,5,0.8,0,1,-3,-4,12,-3
O=C(Cc1ccc(Cl)cc1)Nc1cccc2ncccc12,-4,-1,0,-1.3,-3,-2,5,0,4,0
COc1cc2oc(=O)ccc2c(OC)c1CC(O)C(C)(C)O (centres undefined),-2,0,-1,-0.4,0,-1,9,6,-7,-2
COc1cccc(CN2CCN(C(c3ccccc3)c3ccccc3)CC2)c1O,5,-1,-28,1.2,0,-1,9,7,4,2
COc1ccc(NC(=O)CN2C(=O)NC3(CCCCC3C)C2=O)cc1S(=O)(=O)N1CCOCC1 (centres undefined),3,19,3,-1.5,1,0,1,3,4,-1
CCN(CC)S(=O)(=O)c1ccc(CNC(=O)CN2C(=O)NC3(CCc4ccccc43)C2=O)cc1 (centres undefined),9,-1,-3,2.1,-1,-3,-11,3,2,1
CCCCCC(=O)OC(CN1CCCCC1)CN1CCCC1=O (centres undefined),0,2,2,0.3,-2,3,-6,1,3,-2
COC(=O)C1=CN(C2CCCCC2)C=C(C(=O)OC)C1c1ccc2c(c1)OCO2,4,-5,1,0.4,9,-2,0,-6,11,3
CCc1nnc(NC(=O)[C@@H](NC(=O)c2cc(OC)cc(OC)c2)C(C)C)s1,-2,0,-5,0.9,-9,0,-1,4,-5,-1
COc1ccc(C2=C(c3ccccc3)OC(OC)c3cc(F)ccc32)cn1 (centres undefined),4,2,/,-0.6,6,1,-9,-7,4,0
CC(OC(=O)c1ccccc1NS(=O)(=O)c1cccc(N)c1)C(=O)N(C)Cc1ccccc1 (centres undefined),-4,-2,-13,-1.8,-1,-1,-6,-10,4,-3
CCOC(=O)CC[C@H]1CC[C@]2(CCCN(S(C)(=O)=O)C2)O1,9,-2,/,/,7,-5,/,-4,5,6
CSc1ccccc1NC(=O)CN(C)CC(=O)Nc1ccccc1C(F)(F)F,-2,5,3,-1.1,6,5,-5,-11,-15,-5
O=C(COC(=O)CNC(=O)c1sc2ccccc2c1Cl)Nc1c(Cl)cc(Cl)cc1Cl,0,3,-4,1.4,8,2,-2,5,2,-2
Cn1c(SCC(=O)Nc2cccnc2Cl)nnc1-c1ccco1,-3,4,12,-1.3,1,4,-7,-8,-21,3
Cn1cccc1/C=C1\SC(=Nc2ccc(O)cc2)NC1=O,2,-2,0,-7.1,-2,6,-2,3,-8,4
Cc1cccc(NC(=O)C2Cc3ccccc3O/C2=N\O)c1 (centres undefined),2,1,-9,-0.2,-9,-1,-7,1,3,1
O=c1ccn([C@@H]2O[C@H](CNCc3ccccc3)[C@@H](O)[C@H]2O)c(=O)[nH]1,-1,-1,/,0.1,3,-2,7,6,5,-6
O=C(NC1(C(F)(F)F)N=C2SCCN2C1=O)c1ccccc1 (centres undefined),-8,0,-2,-0.1,1,4,7,-2,3,-2
CCOC(=O)C1(Cc2ccc(Cl)cc2)CCN(Cc2cnc(N)nc2)CC1,-5,0,0,0.0,-10,4,-1,8,-3,-3
C#Cc1ccc([C@@H]2C=C(C(=O)N3CCN(Cc4ccc5c(c4)OCO5)CC3)O[C@H](OCC)[C@H]2CCCO)cc1,1,2,-19,-1.0,1,1,1,0,5,-1
CSc1ncccc1C(=O)OCc1cccc([N+](=O)[O-])c1,-3,0,-5,0.9,6,-1,-9,-1,0,-4
COC(=O)[C@@H]1C[C@]2(Br)c3ccccc3N(S(=O)(=O)c3ccccc3)[C@@H]2N1C(=O)OC,-4,3,-3,-2.3,1,2,-2,-2,-6,1
O=C(Sc1cccc2cccnc12)c1ccc(F)cc1,-2,-28,/,-0.1,1,27*,6,-3,-1,-13
C[C@@H](NC(=O)[C@@H]1CCCN1C(=O)[C@@H]1CCCN1C(=O)OC(C)(C)C)c1ccccc1,9,-2,/,-0.2,0,-2,-1,5,9,-4
CCCOc1ccc(F)cc1-c1cc(C(=O)NCc2cccc(Cl)c2)[nH]n1,-61,0,/,0.3,2,-4,1,-54,-1,1
CC(C)C[C@@H]1COc2cc(N(C)CCO)ccc2S(=O)(=O)N1,3,-2,/,-3.6,0,-1,8,11,-11,-3
CC1(C)Oc2nc3ccccc3n2/C1=C\C#N,-4,5,-1,-0.9,-4,0,-4,0,-7,1
CN1CCN(C(=O)c2c(O)c3cccc4c3n(c2=O)CC4)CC1,4,-1,3,-0.4,-8,-1,10,0,8,-3
CCCn1c(C)cc(=O)c2cc(NC(=O)c3ccccn3)ccc21,-7,5,-8,-4.2,-8,-3,-1,-5,-5,-3
O=S(=O)(c1cc(Cl)cc(Cl)c1)N1CCCC1c1nc2ccccc2s1 (centres undefined),1,-1,6,0.8,5,1,0,4,10,-2
COC(=O)[C@@H]1C[C@@H]2CC[C@@H](O)C[C@@H]2N1Cc1ccc(OC)cc1,-4,6,0,0.3,-5,0,-3,-2,3,3
O=C(Cn1nc(C(F)(F)F)c2c1CCC2)N1CCN(c2ccccc2)CC1,-11,3,-6,0.1,4,4,-10,-9,-6,0
Cc1cc(C)cc(NC(=O)Cn2nnc(C(=O)NCCc3ccccc3)c2N)c1,-43,2,-22,-0.8,-4,5,-2,-31,22,-20
CC[C@@H]1CC=C[C@H]2[C@H]1C(=O)N(Cc1ccccc1)[C@H]2c1ccc(OC)c(Cl)c1,-7,-2,-35,-2.1,4,3,-4,2,-1,-2

# Entries of single compounds, quoted from the list.
# O=C(Cn1nc(C(F)(F)F)c2c1CCC2)N1CCN(c2ccccc2)CC1 is listed with SIAE inh: -11; UHRF1 MBD2 ctr: 3; HTRA1 inhibitor: -6; PG9 binder: 0.1; Tn7 DDE FP: 4; PRMT1 inh: 4; TCR CD3 inh: -10; ABHD4 inh: -9; TDP2 absorb: -6; LEDGF integ inh: 0
# O=C(Sc1cccc2cccnc12)c1ccc(F)cc1 is listed with SIAE inh: -2; UHRF1 MBD2 ctr: -28; HTRA1 inhibitor: /; PG9 binder: -0.1; Tn7 DDE FP: 1; PRMT1 inh: 27*; TCR CD3 inh: 6; ABHD4 inh: -3; TDP2 absorb: -1; LEDGF integ inh: -13

# Following part:
SMILES,SIAE inh,UHRF1 MBD2 ctr,HTRA1 inhibitor,PG9 binder,Tn7 DDE FP,PRMT1 inh,TCR CD3 inh,ABHD4 inh,TDP2 absorb,LEDGF integ inh
CCOC(=O)C1(CCOc2ccccc2)CCN(Cc2nccn2CC)CC1,-1,0,3,-1.5,4,0,3,-3,5,2
COc1cc(C(=O)NCc2nnc(SCC(=O)N3CCCCCC3)o2)cc(OC)c1OC,2,1,4,-1.1,-4,-2,-6,0,-4,-2
CC(CCN1CCC(C(O)(c2ccccc2)c2ccccc2)CC1)Oc1ccc([N+](=O)[O-])cc1Cl (centres undefined),1,-2,/,/,-2,-6,/,2,-5,6
CCOC(=O)N1CCN(C(=O)CSc2ccc3nnc(CCNC(=O)c4ccccc4)n3n2)CC1,-2,3,3,1.4,10,5,-13,6,2,-2
CCOC(=O)c1ccc(Cl)c(S(=O)(=O)N2CCCC2)c1,7,0,5,-0.6,-5,1,5,1,10,5
Cc1cccc(C(=O)Nc2ccc(N3CCN(C(=O)c4ccco4)CC3)cc2)c1,-1,2,3,-1.8,3,-2,-5,-2,-5,-1
CN(C)Cc1c(O)ccc2cc(-c3nc4ccccc4n3C)c(=O)oc12,5,-6,5,1.6,0,9,-1,3,-18,-5
O=C(O)c1cccc(N2C(=O)CSC2c2c(F)cccc2Cl)c1 (centres undefined),1,0,14,1.2,-11,-2,-1,-1,-7,1
CCOC(=O)c1c(NC(=O)c2cnn3c2NC(c2cccc(OC)c2)CC3C(F)(F)F)sc2c1CCCC2 (centres undefined),-3,5,-7,1.6,6,-2,0,-6,-11,-2
CCCCN(C=O)c1c(CC)nc2ccc(C(=O)N3CCN(S(=O)(=O)CC)CC3)cn12,-5,0,/,-3.0,-12,-5,-2,-10,-7,0
O=c1oc2cc(O)ccc2s1,5,3,2,-1.4,0,86*,-6,0,-3,-2
C=CCc1ccccc1OCC(=O)OCCNC(=O)c1cccnc1,0,0,6,-0.6,-2,6,5,4,-14,1
CCOc1cc(NC(=O)Nc2ccc(F)cc2)c(OCC)cc1NC(=O)CC,3,6,-4,-1.3,-2,0,2,4,-14,3
CSCSC1=C(C#N)C(c2ccccc2Cl)C(C(C)=O)=C(C)N1 (centres undefined),5,2,-17,-0.7,1,27*,-11,-2,-18,9
CC(=O)Nc1ccc(C(=O)NC(CC(=O)O)c2ccc(Cl)cc2)cc1 (centres undefined),5,-4,-6,1.8,3,-1,-1,5,4,-1
COc1ccccc1NC(C)=O,2,-3,-2,12*,3,-4,0,2,-2,0
CCOc1ncccc1C(=O)NCc1ccccc1F,-9,1,-2,-0.2,-8,-2,0,-4,-15,5

# Source: PubChem
